Screens from PubChem.
ATG4B inhibitor – ATG4B protease inhibitors, primary screen, biochemical, fluorescence, uHTS. ATG4B cleavage of LC3-PLA2, NBD-HPC fluorescence, 1 h. 0.51% of 340,000 active. Cysteine protease ATG4B (Homo sapiens), Q9Y4P1. inhibition, % at 8.33 µM. AID 504462, 2011; in the data active = inhibition above about 40%
Target sequence (Q9Y4P1 whole entry, looked up): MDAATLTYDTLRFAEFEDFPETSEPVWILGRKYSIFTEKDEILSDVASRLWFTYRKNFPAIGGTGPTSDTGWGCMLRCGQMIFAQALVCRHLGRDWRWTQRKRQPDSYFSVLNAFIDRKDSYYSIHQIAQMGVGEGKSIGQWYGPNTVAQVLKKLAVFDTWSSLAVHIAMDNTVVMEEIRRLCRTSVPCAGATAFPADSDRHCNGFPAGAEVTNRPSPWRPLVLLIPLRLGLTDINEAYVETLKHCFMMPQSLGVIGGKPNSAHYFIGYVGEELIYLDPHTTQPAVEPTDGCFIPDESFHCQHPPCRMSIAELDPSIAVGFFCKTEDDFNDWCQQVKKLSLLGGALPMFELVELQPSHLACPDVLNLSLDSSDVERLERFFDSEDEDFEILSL
EBI2 antag – EBI2 receptor antagonists, beta-arrestin recruitment, primary screen, cell-based, luminescence, 7a,25-OHC stimulation, uHTS | 7a,25-OHC stimulated | G-protein coupled receptor 183 (Homo sapiens), P32249 | AID 651636, 2012 | 0.81% of 360,000 active | inhibition, % at 5 µM; in the data active = inhibition above about 38%;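 also: enzyme fragment complementation signal reports receptor beta-arrestin coupling in cells; 0% = agonist plus DMSO wells and 100% = wells without agonist; some results beyond the cut were filed as inactive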
APJ antagonist – antagonists of human apelin receptor APJ, primary screen, CHO-K1 cells, beta-arrestin complementation, luminescence | P35414 | inhibition, % at 20 µM | 0.32% of 330,000 active;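 active = inhibition above about 40% at 20 µM, limit read from the data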;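 also: cells challenged with 10 nM apelin-13 agonist together with compound; plate controls were apelin-13 plus DMSO wells for no effect and DMSO wells lacking apelin-13 for full effect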
Target sequence (P35414 whole entry, looked up): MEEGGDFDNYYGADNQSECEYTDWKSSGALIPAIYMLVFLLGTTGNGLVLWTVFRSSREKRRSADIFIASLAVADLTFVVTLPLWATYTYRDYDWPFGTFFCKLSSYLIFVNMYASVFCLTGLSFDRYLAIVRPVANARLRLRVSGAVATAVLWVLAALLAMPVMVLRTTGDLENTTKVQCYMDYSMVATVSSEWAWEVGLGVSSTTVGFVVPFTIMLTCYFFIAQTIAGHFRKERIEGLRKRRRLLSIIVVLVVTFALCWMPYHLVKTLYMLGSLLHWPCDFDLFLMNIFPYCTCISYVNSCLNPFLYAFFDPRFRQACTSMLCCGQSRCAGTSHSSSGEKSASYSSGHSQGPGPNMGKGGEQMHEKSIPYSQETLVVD
CXCR6 block – CXCR6 receptor inhibitors, primary screen, cell-based, beta-arrestin, luminescence, CHO-K1 PathHunter, 1536-well; C-X-C chemokine receptor type 6 (Homo sapiens), O00574; inhibition, % at 20 µM; 0.36% of 360,000 active; AID 602244, 2012; in the data active = inhibition above about 34%, passing the limit was not always enough;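 also: antagonist mode with CXCL16 agonist at 10 nM final; 0% = 10 nM CXCL16 with DMSO and 100% = unstimulated wells without agonist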
CCR6 antagonist – CCR6 receptor antagonists, primary screen, cell-based, CHO-K1, luminescence, beta-arrestin, uHTS. inhibition, % at 20 µM. C-C chemokine receptor type 6 (Homo sapiens), P51684. 0.49% of 340,000 active. AID 493098, 2011. CHO-K1 CCR6 PathHunter beta-arrestin, CCL20-stimulated;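 active = compounds whose inhibition of the agonist-driven luminescence signal at 20 µM reaches about 50%, limit read from the data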;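 also: cells stimulated with CCL20 at 14 nM final; plate controls were DMSO with CCL20 for no effect and DMSO without agonist for full effect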
Gli-Sufu block – Gli-Sufu pathway antagonists, primary screen, luciferase luminescence, Sufu-KO-LIGHT cells, uHTS | Sufu-KO-LIGHT fibroblasts, Gli luciferase reporter luminescence | inhibition, % at 5 µM | 0.74% of 340,000 active | AID 588413, 2011;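 active = inhibition above about 55%, limit read from the data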;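 also: 0% = DMSO-treated cells and 100% = wells with medium but no cells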
APJ ag – agonists of human apelin receptor APJ, primary screen, CHO-K1 cells, PathHunter beta-arrestin, luminescence. 0% DMSO wells, 100% apelin. P35414. 0.11% of 330,000 active. activation, % at 20 µM;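 active = activation more than six SD over the plate average, tested at 20 µM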;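 also: 0% = DMSO alone and 100% = apelin-13 at 10 nM; some results filed as inactive read as strong as hits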
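Test system – PathHunter CHO-K1 APJ (AGTRL-1) beta-arrestin reporter cells · Input – 1000 cells/well · Compound – single test compound dose, 20 µM final, 1% DMSO · Times – compound stimulation 90 min at 25 °C, detection 60 min · Technique – beta-gal luminescence · Read-out basis – APJ–arrestin association signal · Control set – negative DMSO alone, positive Apelin-13 at 10 nM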
UBC13 polyUb – UBC13 polyubiquitin chain formation inhibitors, primary screen, biochemical, TR-FRET, uHTS; 0.47% of 330,000 active; Ubiquitin-conjugating enzyme E2 N (Homo sapiens), P61088; inhibition, % at 20 µM; in the data active = inhibition above about 45%, passing the limit was not always enough
Target sequence (P61088 whole entry, looked up): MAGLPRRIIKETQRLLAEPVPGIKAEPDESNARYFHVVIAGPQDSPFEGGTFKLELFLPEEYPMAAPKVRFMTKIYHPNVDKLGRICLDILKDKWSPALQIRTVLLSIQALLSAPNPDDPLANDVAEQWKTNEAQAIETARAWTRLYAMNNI
An asterisk follows results filed as active; . = no result given.

SMILES	ATG4B inhibitor	EBI2 antag	APJ antagonist	CXCR6 block	CCR6 antagonist	Gli-Sufu block	APJ ag	UBC13 polyUb
COC(=O)c1ccc(/C=N/NC(=S)NCCN2CCOCC2)cc1	3.3	22.3	-7.0	7.7	15.6	29.6	-1.1	-15.7
CC1=C(C(=O)N(C)CCC#N)C2(CCCCC2)OC1=O	-10.9	-1.0	6.5	-1.7	2.1	-1.8	-1.5	-6.6
O=C(COC(=O)CCCCCN=C1NS(=O)(=O)c2ccccc21)Nc1ccc(Cl)c(Cl)c1	-14.3	0.2	8.8	1.5	11.8	-5.9	-4.0	49.3*
COC(=O)Cc1[nH]nc2c1C(c1ccc(O)c(OC)c1)C(C#N)=C(N)O2 (stereo unspecified)	3.5	-17.3	13.3	-6.5	0.8	-2.6	-1.0	-13.4
Cc1cc(CNCc2c(C(=O)N3CCCCCCC3)nc3ccc(Cl)cn23)nn1C	-5.8	-1.7	2.9	-2.0	-5.4	8.8	-2.1	17.2
N#Cc1cn(-c2ccccc2)nc1C(=O)c1ccccc1	-11.2	2.6	-10.1	6.2	11.1	9.9	0.1	15.1
Cc1csc(SC(C)C(=O)NCC2CCCCC2)n1 (stereo unspecified)	14.9	-3.3	-5.7	-0.2	3.3	-4.0	-1.7	7.4
CN(CCOC(=O)c1cccc(Br)c1)C(C)(C)C	-0.5	-3.4	-1.4	-2.5	-54.9	-19.2	-0.3	2.3
Nc1ccccc1N=Nc1ccccc1N	-5.6	3.0	24.6	15.7	26.2	-3.4	-3.5	-215.1
Cc1ccc(CCNC(=O)CC2Oc3ccc(C)cc3NC2=O)cc1 (stereo unspecified)	4.1	4.2	5.5	5.5	8.1	2.6	-0.8	2.8
O=C(c1cncc(Br)c1)N1CCN(c2ccc([N+](=O)[O-])cc2)CC1	33.0	-7.6	-3.2	-7.5	12.8	7.9	0.9	-2.5
Cc1cc(C(=O)Oc2ccccc2C(=O)O)c(C)o1	14.3	1.1	11.8	2.2	-3.1	-5.3	-6.0	42.2
CCC(=O)N=c1sc2cc(F)cc(F)c2n1C	0.7	0.8	2.9	-2.7	-0.9	1.4	-2.3	6.5
COc1ccc(NC(=O)CSc2nnc(C3CCCCC3)n2N)cc1	1.4	-5.1	-0.5	4.5	0.9	1.2	-3.5	4.6
CC(=O)c1cccc(NC(=O)CCN2C(=O)C3C4CCC(C4)C3C2=O)c1 (stereo unspecified)	9.4	-7.4	-3.9	-6.6	-3.8	-9.5	-3.8	-12.3
Cc1ccc(C)c(NC(=S)N2CCC(NC(=O)C3CCCCC3)CC2)c1	-6.7	0.4	19.5	0.1	9.1	29.0	2.0	4.0
N=c1c(C(=O)NCCc2ccccc2)cc2c(=O)n3ccccc3nc2n1CC1CCCO1 (stereo unspecified)	7.0	18.5	12.1	5.0	11.7	25.0	-5.9	7.4
O=C(O)C1CCN(c2ccc(S(=O)(=O)N3CCOCC3)cc2[N+](=O)[O-])CC1	-8.2	-3.8	11.3	5.7	15.0	3.6	-3.4	-8.5
COCc1ccc(C(=O)NC2CCSc3ccccc32)cc1 (stereo unspecified)	7.2	3.0	3.3	-4.0	5.1	-13.1	-3.6	9.2
CCc1ccc(C(C(=O)NC2CCCC2)N(CCOC)C(=O)CCC(=O)Nc2cc(C)on2)cc1 (stereo unspecified)	-1.0	1.2	8.0	4.9	13.2	-1.3	-3.1	0.2
CCCOc1ccc(OC(=O)Cc2ccc(OC)c(S(=O)(=O)N3CCOCC3)c2)cc1	0.7	-8.4	3.4	0.4	10.7	12.4	2.6	-9.2
O=C(CSc1nnc(NC(=O)C2CC2)s1)Nc1ccccc1Cl	10.0	-8.5	-0.4	3.7	17.7	.	-2.0	5.4
O=C(COC(=O)c1cccc(-n2cnnn2)c1)Nc1c(Cl)cccc1C(F)(F)F	0.0	6.1	-3.4	-1.2	4.1	-7.3	-3.2	-8.7
COc1ccc(C(=O)C[N+]2(C)CCOCC2)cc1	-1.2	-11.2	23.8	-2.9	2.0	-11.5	-1.5	5.6
CN[C@H](CC(=O)O)C(=O)O	-1.6	-8.4	16.9	8.5	1.1	2.9	-3.7	-10.3
SMILES	ATG4B inhibitor	EBI2 antag	APJ antagonist	CXCR6 block	CCR6 antagonist	Gli-Sufu block	APJ ag	UBC13 polyUb
CCOC(=O)C1CCCN(CCc2ccccc2)C1 (stereo unspecified)	-7.8	2.8	3.7	3.1	10.2	-1.6	-2.1	1.1
CCOC(=O)C1CCN(S(=O)(=O)c2ccc(NC(=O)c3ccco3)cc2)CC1	-7.2	-1.4	-10.4	0.5	11.3	-3.2	-4.8	3.3
Cc1ccc2c3c1C1(C(=O)N3C(C)(C)CC2C)C(C#N)=C(N)Oc2cc(O)ccc21 (stereo unspecified)	-25.7	-1.4	11.6	14.2	6.0	2.7	7.2	7.0
CN(C)CC1CCC/C(=C\c2ccc(OC(=O)/C=C/c3ccc(Cl)c(Cl)c3)cc2)C1=O (stereo unspecified)	6.3	-2.9	.	0.1	12.5	-0.8	.	.
O=C(Nc1ccc2ccccc2c1)c1cccnc1	-5.8	0.1	0.7	-1.9	3.1	-60.8	1.0	-5.8
O=C(CCS(=O)(=O)c1ccc(Br)cc1)NCc1ccc(F)cc1	-0.1	-0.6	-6.6	1.5	17.2	-39.5	-7.1	-8.2
CC(C)Oc1ccc(C(=O)Nc2cc(=O)n(C)c(=O)n2C)cc1	3.3	-3.5	10.7	-3.5	-11.0	-8.2	-1.9	10.4
O=C(CC(=O)N/N=C\c1ccc(F)cc1)NCCc1ccccc1	-3.4	-3.5	-45.6	-0.5	-0.4	2.2	-0.1	-5.4
O=c1c2ccccc2oc2cc(NCCCn3ccnc3)ccc12	-5.8	1.1	-1.8	-4.7	1.1	-70.9	-2.2	27.5
COc1ccc(N(C=O)C(C(=O)Nc2c(C)cccc2C)c2ccccc2)cc1 (stereo unspecified)	12.4	-2.7	2.0	2.1	5.4	0.7	0.1	-0.7
COc1ccc(C(=O)N2CCN(c3ccc(NC(=O)c4cccs4)cc3)CC2)cc1	1.6	-6.6	-15.0	2.0	11.9	3.8	-2.3	-3.4
Nc1ccc2nc(C3CCCCC3)[nH]c2c1	-6.3	-8.8	-1.6	1.6	8.8	8.6	-1.5	3.3
CCCOc1ccc(CSC(CC(=O)O)C(=O)O)cc1 (stereo unspecified)	-14.4	-2.4	2.1	4.1	-8.1	-0.6	-1.7	-3.4
COC(=O)C(Cc1cnc[nH]1)NC(=O)C1CCC(=O)N1 (stereo unspecified)	-5.3	7.9	-15.3	-0.3	-11.5	-6.6	-1.6	-9.6
NNc1nc(-c2ccccc2)cc(-c2ccc(Br)cc2)n1	3.3	22.5	72.8*	11.8	36.8	-6.9	-12.8	-7.3
CCCc1nc(NCc2ccccn2)c2nnn(Cc3ccccc3F)c2n1	0.0	2.9	2.0	-2.5	9.3	5.0	-1.8	2.5
CC(=O)N1CC(c2ccccc2)C(c2ccc(Cl)cc2)=N1 (stereo unspecified)	-7.8	8.1	9.0	4.1	8.1	46.9	-1.9	-7.5
COc1ccc(-c2csc(NC(=S)NC(=O)/C=C/c3ccco3)n2)cc1OC	23.9	-37.9	.	23.0	29.0	-9.5	.	.
COc1ccccc1N1C(=O)c2ccc(C(=O)Nc3nccs3)cc2C1=O	-1.3	1.4	-15.8	0.9	3.8	-3.6	-2.2	-9.0
CCOc1ccc2[nH]c3c(=O)n(CCc4ccc(OC)cc4)cnc3c2c1	5.2	-8.6	9.1	-1.9	-1.5	-4.4	-2.9	-8.8
NC(=O)C1CCN(c2nc(C3CC3)nc3c2nnn3Cc2ccccc2)CC1	6.4	-0.6	-2.7	-7.7	1.4	14.8	-2.2	12.2
CCc1ccccc1NC(=O)CN1C(=O)C2CCCN2c2ncc(Cl)cc21 (stereo unspecified)	-2.4	1.4	13.6	14.0	11.0	-9.1	-0.9	-1.3
O=C(CSc1cn(CC(=O)N2CCOCC2)c2ccccc12)N1CCOCC1	-9.6	-14.4	-39.0	-3.3	-10.2	-2.0	1.0	-2.3
COc1ccc(NC(=O)O/N=C/c2ccccc2)cc1	-4.0	18.0	3.5	0.0	13.7	-37.8	-5.5	-0.9
Cc1cccc(NC(=O)CSc2nc3ccccc3nc2N2CCCCC2)c1	-13.1	10.9	14.6	8.0	25.0	7.8	-4.5	14.2

The closing 4 compounds of the part before are carried over, then new ones follow.
SMILES	ATG4B inhibitor	EBI2 antag	APJ antagonist	CXCR6 block	CCR6 antagonist	Gli-Sufu block	APJ ag	UBC13 polyUb
CCc1ccccc1NC(=O)CN1C(=O)C2CCCN2c2ncc(Cl)cc21 (stereo unspecified)	-2.4	1.4	13.6	14.0	11.0	-9.1	-0.9	-1.3
O=C(CSc1cn(CC(=O)N2CCOCC2)c2ccccc12)N1CCOCC1	-9.6	-14.4	-39.0	-3.3	-10.2	-2.0	1.0	-2.3
COc1ccc(NC(=O)O/N=C/c2ccccc2)cc1	-4.0	18.0	3.5	0.0	13.7	-37.8	-5.5	-0.9
Cc1cccc(NC(=O)CSc2nc3ccccc3nc2N2CCCCC2)c1	-13.1	10.9	14.6	8.0	25.0	7.8	-4.5	14.2
CC12CCC(C(=O)N(c3ccccn3)c3ccccn3)(OC1=O)C2(C)C (stereo unspecified)	15.5	-2.8	15.2	-3.9	-6.1	5.2	-0.4	3.6
Cc1cc(N)cc(C)c1-c1c(Br)cc(N)cc1Br	10.1	34.4	.	0.4	4.8	17.9	.	.
CCCc1c(C(=O)N/N=C/c2cccs2)nnn1-c1nonc1N	-5.7	-2.1	2.2	-4.7	-5.4	-17.1	5.3	-3.9
COC(C[C@@H]1O[C@@H]1[C@H](O)[C@@H](C)OCc1ccccc1)OC	-5.5	-8.1	12.1	-2.9	-0.4	3.5	6.4	4.2
CCC(C)(C)n1nnnc1C(c1ccc(F)cc1)N1CCC(C(N)=O)CC1 (stereo unspecified)	7.8	-0.4	2.3	-2.3	11.9	-11.2	-2.4	-2.8
COC(Cc1ccccc1N1CCCC1=O)OC	-0.4	-25.4	-66.4	-1.0	2.5	-2.2	1.6	-1.5
Cn1c(=O)c2c(nc(N/N=C/c3ccc(OC(=O)c4ccco4)cc3)n2Cc2ccccc2Cl)n(C)c1=O	-4.2	54.2*	-11.9	-9.7	-2.8	-10.2	1.4	-7.1
Cc1ccc(S(=O)(=O)N2CCOCC2)cc1C(=O)Nc1ccncc1	-7.7	-8.7	-10.4	-7.2	0.5	-14.1	7.3	1.6
[O-][n+]1c2c(nn1-c1ccccc1Cl)-c1nonc1CC2	0.4	-18.2	11.9	5.3	6.4	-3.2	-2.9	4.5
O=C(Nc1nc(-c2cccnc2)cs1)c1ccc(S(=O)(=O)N2CCOCC2)cc1	2.2	1.2	6.5	-0.2	10.2	-13.8	-2.2	4.6
COc1ccc(N(CC(=O)Nc2cccc(N(C)S(C)(=O)=O)c2)S(C)(=O)=O)cc1OC	-2.4	-2.0	-1.6	7.0	6.2	-0.3	-5.8	3.5
COc1ccccc1CNC(=S)NC1CCCCC1	3.3	-3.5	11.5	-2.0	4.5	2.3	-2.7	-5.3
Cn1ncc(Br)c1C(=O)Nc1ccc(Br)cn1	-1.5	-5.5	-3.1	-4.1	13.7	-26.1	-0.1	-3.0
Cc1ccc(C)c(S(=O)(=O)N2CCN(CC(=O)Nc3ccc4c(c3)OCCO4)CC2)c1	-18.9	3.3	-7.0	-5.6	14.8	2.3	-0.7	2.3
